SENP1 inh: human SENP1 catalytic domain inhibitors, primary screen, biochemical, FRET, uHTS. actives 0.21% (n = 360,000). Sentrin-specific protease 1 (Homo sapiens), Q9P0U3. recombinant SENP1 catalytic domain, CyPet-SUMO1-YPet FRET cleavage. inhibition, % at 10 µM;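 active = inhibition at least 30% at 10 µM, raw YFP signal under a set limit, fluorescence ratio 0.5 to 1.5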;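 note: 0% = enzyme with DMSO and 100% = no enzyme wells; some results filed as inactive read as strong as hits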
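Controls: no-enzyme wells low, DMSO-plus-enzyme wells high control. Test system: human recombinant His6-tagged SENP1 catalytic domain enzyme. Reagent: SFCypet-SUMO1-SFYpet FRET protein substrate, 25 nM final. Doses: one dose per compound, 10 µM, 0.5% DMSO. Detection: FRET, CFP and YFP emission. Timing: 50 min reaction at room temperature.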
HKDC1 inhibitor: HKDC1 hexokinase inhibitors, primary screen, biochemical, fluorescence, uHTS. AID 493160, 2011. Q2TB90. inhibition, % at 20 µM. recombinant HKDC1, G6PDH/diaphorase resazurin coupled fluorescence. actives 0.16% (n = 340,000);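 active = inhibition above about 35% when tested at 20 µM, limit read from the data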;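 note: plate controls were DMSO wells with enzyme for no effect and DMSO wells lacking enzyme for full effect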
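Test system: recombinant HKDC1 (HK5) hexokinase enzyme, produced in-house; Amount: enzyme 5 µg/mL final; Buffer or medium: Tris pH 8.0 buffer with MgCl2, Tween-20, BSA, BME; Reagent: glucose and ATP substrates; Doses: 20 µM test compound, 1% DMSO; Incubation: 90 min reaction incubation at room temperature, dark; Detection: resorufin fluorescence at 613 nm.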
SENP6 inh: SENP6 protease inhibitors, primary screen, biochemical, luminescence, uHTS | actives 1.8% (n = 330,000) | Recombinant SENP6 catalytic domain, aminoluciferin luminescence | Sentrin-specific protease 6 (Homo sapiens), Q9GZR1 | inhibition, % at 10 µM;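 active = inhibition above about 50% at the single tested dose, limit read from the data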;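 note: plate controls were DMSO wells with enzyme for no effect and DMSO wells lacking enzyme for full effect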
Target sequence (Q9GZR1 628-1112 limits assumed): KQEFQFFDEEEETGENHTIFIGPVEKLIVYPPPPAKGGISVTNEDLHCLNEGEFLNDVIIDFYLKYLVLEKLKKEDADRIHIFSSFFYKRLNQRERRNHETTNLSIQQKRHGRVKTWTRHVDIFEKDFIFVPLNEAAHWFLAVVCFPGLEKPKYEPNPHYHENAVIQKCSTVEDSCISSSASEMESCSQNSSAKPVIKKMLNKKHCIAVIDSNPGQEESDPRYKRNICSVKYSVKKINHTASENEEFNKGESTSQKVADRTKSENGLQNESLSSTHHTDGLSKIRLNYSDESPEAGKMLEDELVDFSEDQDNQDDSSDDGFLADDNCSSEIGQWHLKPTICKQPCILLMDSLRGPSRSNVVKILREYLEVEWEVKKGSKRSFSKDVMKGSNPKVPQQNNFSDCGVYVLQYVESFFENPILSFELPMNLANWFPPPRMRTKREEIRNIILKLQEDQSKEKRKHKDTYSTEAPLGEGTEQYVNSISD
SENP7 inh: SENP7 protease inhibitors, primary screen, biochemical, luminescence, uHTS. inhibition, % at 5 µM. AID 434973, 2010. actives 1.5% (n = 330,000). recombinant SENP7, Z-RLRGG-aminoluciferin luminescence, 40 min. Sentrin-specific protease 7 (Homo sapiens), Q9BQF6;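 active = inhibition above about 50% at the single test dose, limit read from the data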;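 note: plate controls were DMSO with enzyme for no effect and no enzyme buffer wells for full effect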
Target sequence (Q9BQF6 706-1050 limits assumed): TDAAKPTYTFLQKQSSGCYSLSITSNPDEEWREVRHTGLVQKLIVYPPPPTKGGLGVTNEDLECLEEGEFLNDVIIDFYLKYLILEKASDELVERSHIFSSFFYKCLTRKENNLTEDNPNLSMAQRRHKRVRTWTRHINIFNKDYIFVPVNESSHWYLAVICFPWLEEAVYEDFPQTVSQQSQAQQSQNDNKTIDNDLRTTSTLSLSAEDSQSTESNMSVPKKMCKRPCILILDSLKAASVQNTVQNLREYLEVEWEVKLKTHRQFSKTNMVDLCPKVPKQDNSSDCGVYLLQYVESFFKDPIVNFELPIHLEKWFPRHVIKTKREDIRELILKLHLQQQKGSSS
Apaf-1 inh: inhibitors of human Apaf-1 apoptosome, primary screen, biochemical, DEVD-Rh110 fluorescence, uHTS; Apoptotic protease-activating factor 1 (Homo sapiens), O14727; reconstituted apoptosome caspase-3 activity; inhibition, % at 20 µM; actives 0.71% (n = 330,000); active = inhibition of at least 40% at 20 µM;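 note: plate controls were DMSO wells for no effect and DEVD-CHO caspase inhibitor wells for full effect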
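System: Apoptosome proteins | Medium: Hepes pH 7.5 with detergent and BSA | Also added: Cytochrome c trigger plus (Z-DEVD)2-Rh110 caspase-3 substrate | Incubation: 30 min compound preincubation, 50 min activation, room temperature | Detection: Rhodamine 110 fluorescence at Ex 480/Em 540 nm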
SENP8 block-1: SENP8 protease inhibitors, primary screen, biochemical, luminescence; Sentrin-specific protease 8 (Homo sapiens), Q96LD8; purified SENP8, Z-RLRGG-aminoluciferin cleavage; inhibition, % at 10 µM; actives 1.2% (n = 330,000); AID 2540, 2010; in the data active = inhibition above about 50%
Target sequence (Q96LD8 whole entry, looked up): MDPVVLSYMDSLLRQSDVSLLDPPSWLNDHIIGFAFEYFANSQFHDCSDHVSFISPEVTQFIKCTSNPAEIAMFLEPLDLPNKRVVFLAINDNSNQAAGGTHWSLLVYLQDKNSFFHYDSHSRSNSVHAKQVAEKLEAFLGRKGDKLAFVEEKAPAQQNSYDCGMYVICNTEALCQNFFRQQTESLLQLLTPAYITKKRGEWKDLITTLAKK
SENP8 block-2: human SENP8 protease inhibitors, primary screen, biochemical, fluorescence, Nedd8 protein substrate, uHTS | Sentrin-specific protease 8 (Homo sapiens), Q96LD8 | recombinant SENP8 | inhibition, % at 20 µM | actives 0.64% (n = 360,000) | AID 602440, 2012; in the data active = inhibition mostly above about 40%, no sharp cut-off; inactive = mostly below about 27%
PfG6PD inh: PfG6PD enzyme inhibitors, primary screen, biochemical, fluorescence intensity, uHTS; actives 0.78% (n = 350,000); glucose-6-phosphate dehydrogenase-6-phosphogluconolactonase (Plasmodium falciparum 3D7); AID 504690, 2011; PfGluPho enzyme, NADPH resazurin-diaphorase fluorescence; inhibition, % at 20 µM;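 active = inhibition reaching at least a set limit at 20 µM in the primary screen, cut at about 59% in these data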;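 note: 0% = DMSO wells with substrate and 100% = DMSO wells lacking glucose-6-phosphate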
Active calls of the source: *; / = not tested or not shown.

SMILES	SENP1 inh	HKDC1 inhibitor	SENP6 inh	SENP7 inh	Apaf-1 inh	SENP8 block-1	SENP8 block-2	PfG6PD inh
CN(C)CC1(C)Cc2ccsc2C1O (configuration not stated)	1	-6	/	/	/	/	12	-3
CC1Sc2ccc(S(=O)(=O)N3CCC(C(=O)N(C)Cc4ccco4)CC3)cc2NC1=O (configuration not stated)	9	1	-6	0	-1	5	8	-8
C=CCOc1ccc(/C=C/C(=O)OCC(=O)NNC(=O)c2ccccc2F)cc1	3	-5	-4	8	8	-3	5	-8
CCC(=O)Nc1ccc(N2CCCCC2)c(C(=O)Nc2ccccc2C)c1	-1	1	-9	-4	-3	-4	-38	14
COc1cc(NS(=O)(=O)c2cc(C)ccc2OC)c(OC)cc1Cl	1	3	-9	-3	-2	5	14	-11
Cc1cc(C)cc(-n2nc(C)cc2N)c1	1	-9	-14	-9	1	-15	14	-6
CCN(CC)CCn1c2c(c(SCC(=O)Nc3nc(C)cs3)nc1=O)CCC2	-5	-6	-6	-4	1	-5	13	-9
CCC(C(=O)N1CCOCC1)n1nc(C)c2c(C)n(-c3ccccc3)nc2c1=O (configuration not stated)	3	-3	3	-1	-5	4	6	16
COCc1ccc(C(=O)N2CCCC(N(C)CCc3ccc(OC)c(OC)c3)C2)s1 (configuration not stated)	-2	1	-12	-4	-5	-11	6	2
CC(NC(=O)CSc1ccccc1)c1ccccc1 (configuration not stated)	1	-1	13	12	3	-7	12	11
Cc1ccc(Sc2c(C)nn(C(=O)C3CC3)c2C)cc1	1	-3	/	/	/	/	7	5
O=C(OCc1ccccc1)c1cn(-c2ccccc2)nc1-c1ccncc1	4	4	-2	-5	14	-2	4	-12
O=C(Nc1ccccc1N1CCN(c2ccc(F)cc2)CC1)C1CCCCC1	0	1	/	/	/	/	13	-6
COc1ccc(C(=O)C2CCCN(C(=O)c3noc4c3CCCC4)C2)cc1F (configuration not stated)	2	-6	33	5	-13	5	4	4
O=C(c1cccc([N+](=O)[O-])c1)N1CC2C3C=CC(C3)C2C1 (configuration not stated)	3	19	-11	-3	-4	0	6	-6
COc1ccc(CCc2nc(-c3cccs3)no2)cc1	0	8	20	-1	7	-15	5	5
Cc1cc(Oc2ccc(Cl)cc2)nc(SCC(=O)c2ccccc2)n1	1	4	-13	-4	10	-2	12	10
Nc1ccc(Br)cc1Br	2	2	-22	10	1	3	20	-11
CCN=C(Nc1ccc2c(c1)OCO2)SC1CC(=O)N(c2ccc(OC)cc2)C1=O (configuration not stated)	1	2	-7	-9	14	-9	14	9
Cc1c(C(=O)N2CCCC2)oc2c1-c1nn(CC(=O)NCCCN3CCCCC3)cc1CC2	-7	5	-4	-6	8	-8	-12	-19
COCCCN1C(=O)N(c2ccccc2)C(=O)C1CC(=O)Nc1ccccc1 (configuration not stated)	0	-6	-2	7	2	-5	24	4
Cc1ccc(NC2CCCN(C(=O)c3c(C)noc3C)C2)cc1C (configuration not stated)	1	0	-11	-6	-3	1	12	13
O=C(CN1CCN(Cc2ccccc2Cl)CC1)N=Nc1c(O)[nH]c2ccccc12	0	-1	-22	-8	20	-12	40	9
Cc1ccc(NS(=O)(=O)c2cc(C(=O)O)ccc2Cl)cc1	0	0	-13	-2	12	1	12	25
COc1ccccc1C(=O)NCCSCc1c(F)cccc1Cl	0	1	-15	-2	19	-3	12	-5
c1ccc2c(c1)OCc1cn[nH]c1-2	1	-3	8	-1	-25	-2	16	1
C(=C\c1ccccn1)/c1cccnc1	-6	/	7	12	2	-13	13	/
CCOc1ccc(OCCC(=O)NNC(=O)c2ccncc2)cc1	0	-3	0	-9	-2	-7	11	-10
O=C(NCC1CCCO1)c1ccc(NS(=O)(=O)c2cccc([N+](=O)[O-])c2)cc1 (configuration not stated)	0	-6	-17	0	-7	-5	15	-13
CC(/C=N/NC(=O)Cn1cnc2c1c(=O)n(C)c(=O)n2C)=C\c1ccccc1	1	-11	3	1	4	2	1	15
Cc1nn(-c2ccccc2)c(C)c1/C=N/NC(=O)c1cc(C23CC4CC(CC(C4)C2)C3)[nH]n1	1	9	9	-4	12	3	20	15
CCN(CC)S(=O)(=O)c1ccc2oc(C(=O)O)c(C)c2c1	0	-8	-5	5	5	4	13	-10
CCCCc1cc(=O)oc2cc(C)cc(OCC(=O)NCC3CCC(C(=O)O)CC3)c12 (configuration not stated)	3	-4	-5	-1	-9	1	-10	9
CC(C)(C)c1ccc(OCC(=O)NNC(=O)Nc2ccccc2)cc1	0	-6	-38	-1	-8	5	8	6
CC(NC(=O)C(C(=O)c1cccc([N+](=O)[O-])c1)n1cc(Cl)ccc1=O)c1ccccc1 (configuration not stated)	0	2	2	-2	0	2	24	-8
Cc1cc(NC(=O)Nc2ccccc2Cl)no1	1	-5	23	1	-10	-1	14	7

Full records, quoted from the list. Order of screens: SENP1 inh | HKDC1 inhibitor | SENP6 inh | SENP7 inh | Apaf-1 inh | SENP8 block-1 | SENP8 block-2 | PfG6PD inh
COCc1ccc(C(=O)N2CCCC(N(C)CCc3ccc(OC)c(OC)c3)C2)s1 (configuration not stated) in the list: -2 | 1 | -12 | -4 | -5 | -11 | 6 | 2
Cc1ccc(NC2CCCN(C(=O)c3c(C)noc3C)C2)cc1C (configuration not stated) in the list: 1 | 0 | -11 | -6 | -3 | 1 | 12 | 13
COc1ccc(C(=O)C2CCCN(C(=O)c3noc4c3CCCC4)C2)cc1F (configuration not stated) in the list: 2 | -6 | 33 | 5 | -13 | 5 | 4 | 4
C(=C\c1ccccn1)/c1cccnc1 in the list: -6 | / | 7 | 12 | 2 | -13 | 13 | /

Remaining list, next part:
SMILES	SENP1 inh	HKDC1 inhibitor	SENP6 inh	SENP7 inh	Apaf-1 inh	SENP8 block-1	SENP8 block-2	PfG6PD inh
CCOc1ccc(C(Nc2cccnc2)c2cc(Cl)c3cccnc3c2O)cc1 (configuration not stated)	1	-31	0	10	32	4	-2	21
Cc1cc(/C=N\NC(=O)CC(=O)NC2CCCCC2)c(C)n1-c1ccc(Cl)cc1	-1	-10	-4	7	-9	2	-1	-14
CCc1ccc(N2CC(C(=O)Nc3ccc(S(=O)(=O)N4CCOCC4)cc3)CC2=O)cc1 (configuration not stated)	0	1	-17	9	21	-11	2	1
O=C(c1cc2ccccc2oc1=O)N(c1ccccc1)C1C=CS(=O)(=O)C1 (configuration not stated)	2	-4	3	-6	-10	-2	8	5
Cc1cc(C)cc(CC(Cc2nc3ccccc3[nH]2)c2nc3ccccc3[nH]2)c1 (configuration not stated)	0	-6	-15	-6	2	-14	3	29
C=CCn1c(SCC#N)nc2sc(CC)cc2c1=O	-1	2	15	6	4	8	11	-14
CCOc1ccc(C(=O)NCC(=O)OCC(=O)N2C(C)CCCC2C)cc1 (configuration not stated)	2	-5	2	1	-5	1	33	-10
Cc1ccc2nccc(C(=O)N3CCCC(Nc4ccc(C)c(C)c4)C3)c2c1 (configuration not stated)	2	0	1	-9	2	-14	12	-2
COc1ccc(-n2c(=S)[nH]c3ccccc32)cc1	-8	1	1	11	6	0	5	57
CCOC(=O)C1(C)C=C(Nc2ccc(NC(C)=O)cc2)C(=O)N1c1ccc(NC(C)=O)cc1 (configuration not stated)	0	-2	-15	-9	7	-14	0	7
O=C(NCC1CCCO1)c1ccc2c(c1)N(Cc1ccccc1)C(=O)CS2 (configuration not stated)	0	1	-18	11	-9	-15	8	0
Cc1cc(O)c(Sc2ccc(Cl)cc2)c(=O)[nH]1	2	-1	-4	-2	-3	4	10	7
O=c1[nH]c2ccccc2nc1NCCN1CCOCC1	-2	-2	-15	0	3	4	-138	4
Fc1ccc2nc3c(nc2c1)CCCC3	-1	9	2	2	-1	-2	15	11
CCCN(CC(=O)Nc1ccc(C(N)=O)cc1)CC(=O)Nc1cc(Cl)ccc1Cl	-4	-8	-17	-5	7	-7	5	-6
COc1ccc(C(F)(F)F)cc1N/C=C/c1nnnn1-c1ccc(C)cc1	-4	0	-2	8	9	-8	-221	47
COC(=O)c1ccc(-n2nnnc2SCC(=O)N2CCCCC2)cc1	2	-5	-8	-1	-9	3	18	1
O=C(Cc1ccccc1[N+](=O)[O-])NCCCN1CCOCC1	0	-7	-7	0	-15	-1	19	11
COc1ccc(NC(=O)CSC2=NN3CCCC(=O)N=C3S2)c(OC)c1	4	25	7	18	-3	-2	16	4
Cc1ccc(S(=O)(=O)N(Cc2ccccc2)c2ccccc2C(=O)Nc2ccccc2C(=O)NCc2ccco2)cc1	-1	-5	16	6	3	2	-9	16
Nn1c(Cc2cccc3ccccc23)nnc1SCc1ccccc1Cl	1	2	-12	5	5	-4	10	1
COCCN(C(=O)CCC(=O)Nc1ccccn1)C(C(=O)NC(C)C)c1ccc(C)cc1 (configuration not stated)	2	-1	-6	-5	0	0	2	-10
O=C(O)CC(Cc1ccc(Cl)cc1)C(=O)NCC12CC3CC(CC(C3)C1)C2 (configuration not stated)	3	-5	-26	0	8	-10	30	-9
CC1(C)OC2C(O1)[C@@H](CO)O[C@H]2n1cnc2c(N)ncnc21 (some centres not stated)	0	-5	-13	-1	-16	-1	20	1
C/C(=N\NC(=O)c1nnn(-c2nonc2N)c1C(C)C)c1cc(C)sc1C	2	4	16	-4	20	12	9	10
CCOCCCNC(=O)C1CCN(S(=O)(=O)c2cc(Br)cc3c2N(C(=O)CC)CC3)CC1	2	-3	-17	-4	-8	4	2	-5
Cc1ccc2c(c1)C(c1ccc([N+](=O)[O-])cc1)=NNC(c1ccc(Br)cc1)=N2	2	-2	3	12	11	3	29	-17
Cc1onc(-c2ccccc2)c1C(N)=O	0	1	8	-1	-1	1	16	8
COc1cc(CNc2nc3ccccc3s2)cc(OC)c1OC	-1	-6	-18	5	-3	5	6	-3
CC(C)(C)c1nnc(NC(=O)c2cccnc2Cl)s1	1	-4	-5	2	-18	1	5	-10
CCOC(=O)c1[nH]c(C)c(C(=O)OCC(=O)N2CCCCC2C)c1C (configuration not stated)	3	0	-5	-15	5	0	41*	-9
COc1ccc(CN2CCN(c3ncnc4scc(-c5ccc(F)cc5)c34)CC2)cc1	0	1	8	8	29	-1	9	6
O=C(/C=C/c1ccc(N2CCC(c3ccccc3)=N2)cc1)c1ccccc1	/	-1	3	-2	18	-10	/	8
CCOc1ccc(NC(=O)CN(C)C(=O)CC2CCCCC2)cc1OCC	0	-3	-7	-8	-3	1	2	6
Cc1ccc(C(=O)NCCCNC(=O)c2ccccn2)cc1	0	3	0	0	-5	-2	8	-12
Cn1c(SCc2ccccc2F)nnc1-c1ccccn1	2	-1	-2	5	-3	5	17	-2
CC(=O)Nc1ccc(Sc2ncccc2C(=O)Nc2cc(Cl)cc(Cl)c2)cn1	-3	4	-10	-3	8	-1	10	4
